E-selectin induc – E-selectin induction in HUVECs, primary screen, imaging, HUVEC, immunofluorescence imaging, single point. normalized: neutral wells 0, TNF-alpha wells 100. activation, % at 7.58 µM. actives 0.37% (n = 260,000). P16581. AID 686992, 2013;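 active = mean E-selectin-positive cell signal at least 10% of the positive control, reached in at least 60% of replicates, without over 20% cell loss; inconclusive = no rule given, readout overlaps actives, possibly toxicity-flagged; inactive = the rest, including those meeting only one limit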;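 also: in these data hits start at about 27%; measured in HUVEC primary endothelial cells; signal is the percent of cells scored E-selectin positive by PE staining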
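Test system: HUVEC; input: 3,000 HUVEC/well; measured by: immunofluorescence imaging; read-out: % PE-positive cells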
DENV2 CPE – inhibitors of DENV2 cytopathic effect, primary screen, cell-based, plate reader, single concentration. DENV2-infected cells, cytopathic effect rescue. CPE inhibition, % at 9.99 µM. actives 1.7% (n = 350,000); in the data active = CPE inhibition above about 20%, passing the limit was not always enough; inconclusive = no clear call, values can overlap the other calls; tested in BHK-21 cells;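 also: 0% = median of neutral control wells and 100% = median of positive control wells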
RAD54 inh – inhibitors of human RAD54 branch migration, primary screen, biochemical, fluorescence, single point; DNA repair and recombination protein RAD54-like (Homo sapiens), Q92698; RAD54 Holliday junction branch migration, FAM/BHQ fluorescence; inhibition, % at 10.4 µM; actives 0.14% (n = 360,000); AID 602329, 2012;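 active = mean normalized replicate activity at least 40 and at least half of replicates scoring 40 or more; inconclusive = only one of the two criteria met; inactive = mean below 40 and under half of replicates reaching 40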;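 also: 0% = median of neutral control wells and 100% = median of positive control wells; inhibitors cause a drop in the FAM fluorescence signal; in these data hits start at about 50%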
Target sequence (Q92698 whole entry, looked up): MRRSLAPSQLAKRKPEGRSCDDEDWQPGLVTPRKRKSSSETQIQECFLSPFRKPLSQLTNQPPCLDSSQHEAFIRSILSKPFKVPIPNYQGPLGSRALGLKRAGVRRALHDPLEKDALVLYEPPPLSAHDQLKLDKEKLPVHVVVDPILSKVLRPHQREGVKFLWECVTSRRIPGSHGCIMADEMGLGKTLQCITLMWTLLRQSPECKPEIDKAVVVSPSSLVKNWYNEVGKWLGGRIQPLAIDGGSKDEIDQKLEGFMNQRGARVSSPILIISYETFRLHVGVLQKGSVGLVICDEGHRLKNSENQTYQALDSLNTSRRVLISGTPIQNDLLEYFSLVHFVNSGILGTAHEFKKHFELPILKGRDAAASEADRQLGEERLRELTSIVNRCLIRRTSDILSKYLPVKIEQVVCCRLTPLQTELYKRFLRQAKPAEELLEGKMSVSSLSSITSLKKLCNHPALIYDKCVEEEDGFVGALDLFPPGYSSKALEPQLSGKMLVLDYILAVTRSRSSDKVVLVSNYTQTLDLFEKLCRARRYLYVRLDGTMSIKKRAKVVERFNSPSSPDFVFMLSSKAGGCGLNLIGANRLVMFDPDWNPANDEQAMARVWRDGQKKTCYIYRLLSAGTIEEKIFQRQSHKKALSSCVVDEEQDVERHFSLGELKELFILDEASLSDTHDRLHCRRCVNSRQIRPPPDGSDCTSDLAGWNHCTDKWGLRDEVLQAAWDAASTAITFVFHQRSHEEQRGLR
CASP6 VEID inh – human caspase-6 inhibitors, primary screen, biochemical, VEID-R110 fluorescence, single point, set 2; purified caspase-6, Z-VEID-R110 cleavage fluorescence; inhibition, % at 12.5 µM; actives 0.53% (n = 350,000);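 active = mean inhibition across replicates at least about 35%, with every replicate also reaching that limit, limit read from the data; inconclusive = only one of the two criteria met; inactive = neither criterion met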;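 also: 0% = median of neutral control wells and 100% = no fluorescence left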
RAD52 inh – RAD52 DNA annealing inhibitors, primary screen, biochemical, FRET, single point, set 2 | inhibition, % at 18.7 µM | actives 0.46% (n = 360,000) | DNA repair protein RAD52 homolog (Homo sapiens), P43351 | AID 651710, 2012 | recombinant RAD52 DNA annealing, FRET fluorescence;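 active = every replicate showing at least 50% inhibition; inconclusive = mean inhibition at least 50% but not in every replicate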
Target sequence (P43351 whole entry, looked up): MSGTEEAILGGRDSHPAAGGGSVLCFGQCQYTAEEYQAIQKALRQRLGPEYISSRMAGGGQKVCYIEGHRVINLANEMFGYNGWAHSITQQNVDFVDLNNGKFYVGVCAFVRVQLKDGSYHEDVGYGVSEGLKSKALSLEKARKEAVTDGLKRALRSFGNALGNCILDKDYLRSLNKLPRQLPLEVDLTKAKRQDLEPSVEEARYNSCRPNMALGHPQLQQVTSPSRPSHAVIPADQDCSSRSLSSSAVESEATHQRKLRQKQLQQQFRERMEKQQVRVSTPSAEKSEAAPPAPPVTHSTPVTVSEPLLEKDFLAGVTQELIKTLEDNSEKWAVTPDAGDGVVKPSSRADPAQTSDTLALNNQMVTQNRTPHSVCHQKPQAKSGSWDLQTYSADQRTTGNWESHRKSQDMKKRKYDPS
INS-1E GSIS act – GLuc luminescence reporter in INS-1E cells, primary screen for activators of glucose-dependent secretion of insulin; INS-1E GLuc reporter insulin secretion, 2-3 h; activation, % at 16.6 µM; actives 0.61% (n = 370,000);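 active = lowest replicate activation of at least 40%, so every replicate reaches that level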;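 also: 0% = median of neutral control wells and 100% = median of IBMX positive control wells; some compounds called inactive have numbers as strong as hits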
XiGFP reactiv – activators of inactive X chromosome reactivation, primary screen, imaging, XiGFP fibroblasts, GFP high-content imaging, set 2; XiGFP mouse fibroblasts, % GFP-positive cells imaging, 3 d; cells co-treated with 5-aza-dC sensitizer; scaled so ellipticine positive control = 100%; activation, % at 7.58 µM; actives 0.055% (n = 360,000);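 active = mean normalized replicate activation at least 10% and every replicate at or above 10%; inconclusive = only one of the two criteria met; inactive = mean below 10% and not all replicates reach 10%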;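 also: 0% = median of on-plate neutral control wells and 100% = ellipticine 6 µM median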
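System: 68-5-11 XiGFP fibroblast line; Timing: 3 days compound exposure; Compound dosing: one concentration, pinned; Benchmarks: positive control ellipticine, 6 µM final; Buffer or medium: DMEM containing 5-aza-dC.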
CFTR F508del cor – F508del CFTR correction, initial screen, CFBE line, single point | activity (quench increase), % at 7.58 µM | CFBE cells, YFP halide quenching; stimulated with forskolin plus potentiator P3; % fluorescence drop versus neutral controls | actives 0.36% (n = 350,000) | AID 720511, 2013;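 active = mean added fluorescence quench of at least 8% versus neutral control, with both replicates also reaching 8%; inconclusive = only one of the mean or replicate conditions met; inactive = mean below 8% and not both replicates reaching 8%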;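 also: cells transiently co-express mutant CFTR-F508del with the halide-sensitive YFP; corrector assay measuring rescue of mutant channel to the surface after 24 h compound exposure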
Active calls of the source: *; i = inactive; ? = inconclusive; · = not tested or not shown; & = joins results of further samples.

SMILES | E-selectin induc | DENV2 CPE | RAD54 inh | CASP6 VEID inh | RAD52 inh | INS-1E GSIS act | XiGFP reactiv | CFTR F508del cor
Cc1ccc(S(=O)(=O)N2CCN(C(=O)COC(=O)/C=C/c3cccc(Cl)c3)CC2)c(C)c1 | · | -4.5 | 8.5 | -3.3 | -1.8 | 9.6 | 0.3 | -1.0
Cc1cc(C)c(S(=O)(=O)Nc2ccccc2)c(C)c1 | · | 1.5 | -2.2 | 0.9 | -10.4 | -15.7 | 0.0 | -1.5
CCCCNC(=O)NS(=O)(=O)c1ccc(NC(=O)C(NC(N)=O)C(C)CC)cc1 (stereo not given) | -0.3 | 0.2 | -9.6 | 4.4 | -17.5 | 20.7 | -0.1 | 0.4
C[C@@H]1CN([C@@H](C)CO)S(=O)(=O)c2ccc(C#Cc3cccnc3)cc2O[C@H]1CN(C)CC1CCCC1 | 0.3 | -2.7 | -0.6 | · | -51.0 | 8.2 | -0.3 | -1.7
O=C(NCC[C@@H]1CC[C@@H](NS(=O)(=O)c2cccc(F)c2)[C@H](CO)O1)Nc1cc(F)ccc1F | 0.2 | 2.0 | 4.5 | 9.3 | 3.7 | -13.7 | 0.8 | -0.7
C[C@@H]1CCCCO[C@H](CN(C)S(C)(=O)=O)[C@H](C)CN([C@@H](C)CO)C(=O)c2cc(NC(=O)NC3CCCCC3)ccc2O1 | 0.2 | 8.6 | -0.2 | -0.1 | 4.1 | 7.1 | 0.3 | -4.4
COC(=O)c1c(NC(=O)CN2CCC3(O)CCCCC3C2c2ccccc2OC)sc(C)c1C (stereo not given) | 0.0 | -0.9 | 5.3 | -1.3 | -16.0 | · | 0.7 | ·
C[C@@H]1CN([C@H](C)CO)C(=O)c2cc(NC(=O)c3ccccc3)ccc2O[C@@H](C)CCCCO[C@@H]1CN(C)C(=O)c1ccncc1 | 0.0 | 0.8 | 7.5 | 0.2 | 7.7 | 28.6 | 0.3 | 3.3
S=c1nc(COc2ccccc2)[nH]c2ccccc12 | 0.5 | 6.0 | -0.8 | 2.4 | -18.5 | 6.9 | 0.0 | -0.6
CCCNC(=O)C1(C)CCCN(C(=O)c2sccc2C)C1 (stereo not given) | · | -5.0 | 6.4 | -1.4 | -13.4 | · | 0.1 | 0.4
COc1ccccc1N=C(C)C1=C(O)CC(c2ccccc2)CC1=O (stereo not given) | -0.2 | 0.4 | · | -1.0 | -19.8 | 9.4 | 0.4 | -0.4
Cc1[nH]nc2c1C(c1ccccc1F)NC2=O (stereo not given) | 2.0 | 3.8 | -1.0 | 2.3 | -5.3 | 10.3 | -0.1 | 0.5
CO[C@H]1CN(C)C(=O)c2cc(NC(=O)c3ccno3)ccc2OC[C@H](C)NC[C@H]1C | 0.3 | 3.9 | -18.1 | 0.6 | i | -3.4 | -0.2 | -0.5
C[C@H]1CN(C(=O)OC(C)(C)C)CCN1c1ccc(N2CC[C@H](O)C2)c(C#N)c1 | -0.2 | -3.9 | · | 4.9 | -6.2 | · | 0.4 | -1.1
O=C(CNC(=O)c1ccncc1)N/N=C/c1cc(Br)ccc1OCc1ccccc1 | 5.8 | 15.0 | · | 0.9 | -17.4 | 2.7 | 0.1 | 0.8
Cc1cccc(NC(=O)CSCC(=O)N(CCC(C)C)c2c(N)n(Cc3ccccc3)c(=O)[nH]c2=O)c1 | -0.5 | -5.9 | · | -1.2 | -8.5 | -21.9 | 0.4 | 5.6
C[C@@H]1CN([C@H](C)CO)C(=O)c2cccc(NS(C)(=O)=O)c2O[C@H]1CN(C)Cc1ccc(C(=O)O)cc1 | · | -1.2 | 1.5 | 1.5 | -5.9 | 15.4 | -1.1 | 3.8
CO[C@H]1CN(C)C(=O)c2ccc(NC(=O)C3CCC3)cc2OC[C@H](C)N(C(=O)CN(C)C)C[C@H]1C | -0.3 | · | -8.1 | · | · | 15.2 | 0.1 | 1.2
CN1CCN(S(=O)(=O)c2ccc(Cl)c3ccccc23)CC1 | · | 4.3 | 1.0 | -4.5 | -9.2 | 7.6 | 0.1 | 3.7
CCC(CO)Oc1cc(NC(=O)c2ccc([N+](=O)[O-])cc2)c2ncn(C(C)C)c2c1 (stereo not given) | 0.0 | 8.1 | -6.2&-0.2 | -1.5 | -72.7 | 1.2 | 0.0 | -0.1
CCc1ccc(N(C(C)=O)c2nc(CCl)cs2)cc1 | · | -0.7 | · | 0.3 | -11.5 | -12.4 | 0.0 | -0.3
CCCNC(=O)N1CC2(CN(C(C)=O)C2)c2c(n(C)c3cc(OC)ccc23)[C@H]1CO | 0.1 | -4.8 | · | · | · | 6.8 | 0.2 | -1.7
COc1ccc(C2=NS(=O)(=O)N(C)C(C(=O)Nc3cc(OC)c(OC)c(OC)c3)=C2)cc1 | · | 0.1 | -1.0 | 3.3 | 10.7 | -25.8 | 0.0 | 1.6
CC(NS(=O)(=O)c1ccccc1)C1CC2CCC1C2 (stereo not given) | · | -1.2 | -1.1 | -3.1 | -2.5 | · | 0.0 | 0.5
Nc1c(-c2ccccn2)cnn1-c1nc(-c2ccc(F)cc2)cs1 | · | -3.0 | · | · | -41.0 | -6.4 | 0.2 | 2.1

New compounds follow
SMILES | E-selectin induc | DENV2 CPE | RAD54 inh | CASP6 VEID inh | RAD52 inh | INS-1E GSIS act | XiGFP reactiv | CFTR F508del cor
CN1c2ccc(Br)cc2[C@H]2[C@H](CCN2C(=O)C2CCC2)[C@@H]1CO | 0.2 | 16.7 | · | -2.0 | 0.8 | 0.6 | 0.1 | 0.3
CC(=O)N(C)C[C@@H]1OCc2ccccc2-c2ccccc2C(=O)N([C@@H](C)CO)C[C@@H]1C | 5.4 | 8.1 | 4.7 | -0.7 | -2.7 | 19.1 | -0.3 | -3.6
CC(C)(C)c1ccc(C(=O)Nc2cccc(C(=O)N3CCOCC3)c2)cc1 | 0.2 | 8.5 | 0.4 | 0.7 | 4.8 | 13.6 | -0.1 | 0.9
Nc1ccc2oc3ccccc3c2c1 | 1.7 | -5.8 | · | 3.7 | -9.9 | 14.8 | 0.1 | ·
O=C(CN1CCN(c2cccc(C(F)(F)F)c2)CC1)NCc1ccccc1 | · | 11.2 | -3.7 | -0.3 | -16.9 | -33.5 | 0.0 | 0.8
COc1ccc2c3c([nH]c2c1)[C@H](CO)N(C(=O)c1ccccn1)CC31CN(C(=O)C2CCCC2)C1 | -0.3 | -6.4 | · | 1.5 | 12.5 | 15.7 | 0.6 | -2.9
Nc1cc(=O)nc(SCC(=O)Nc2ccccc2)n1-c1ccccc1 | -2.3 | -4.2 | · | -2.7 | 2.9 | -6.5 | 0.0 | -3.5
CCOC(=O)C1=C(COC(=O)CNC(=O)c2ccc(C(C)(C)C)cc2)NC(=O)NC1C (stereo not given) | -0.7 | · | · | -2.3 | -16.9 | -9.9 | 0.0 | -0.5
O=C(O)CCCn1cc(NC(=O)c2ccc(Br)o2)cn1 | 7.5 | -6.5 | · | 5.1 | 1.4 | 3.1 | 0.0 | -0.8
COc1ccccc1N1CCN(c2ccc3cc(S(=O)(=O)N4CCCCC4)ccc3n2)CC1 | 0.3 | ? | -13.3 | 0.4 | 3.9 | 12.8 | -0.1 | -4.1
C[C@H](O)C#Cc1ccc2c(c1)O[C@@H](CN(C)C(=O)C1CC1)[C@@H](C)CN([C@@H](C)CO)S2(=O)=O | 0.0 | -8.1 | -1.6 | -1.1 | 32.5 | 2.6 | 0.0 | -2.9
COc1cc(C2C3=C(CCCC3=O)Nc3[nH]n(-c4ccccc4)c(=O)c32)cc(OC)c1OC (stereo not given) | · | -6.3 | · | 0.8 | -4.0 | 1.4 | -0.1 | 0.5
CCNC(=O)N(C)C[C@H]1N[C@@](C)(C(=O)OC)[C@H]2C(=O)N(Cc3ccccc3)C(=O)[C@@H]12 | · | 19.7 | -6.3 | 4.9 | -3.9 | 31.3 | 0.1 | -4.8
Cc1cccc(C)c1Cn1c(C)c(C(=O)NCc2cccc(Cl)c2)sc1=O | · | 0.9 | -6.4 | 0.5 | -22.1 | -14.3 | 0.0 | -2.0
Cc1noc(C)c1S(=O)(=O)Nc1ccc2c(c1)C(=O)N([C@@H](C)CO)C[C@@H](C)[C@H](CN(C)C(=O)Nc1cccc3ccccc13)OCCCC[C@H](C)O2 | 0.2 | -4.2 | -0.8 | 2.5 | -4.9 | 6.6 | 0.2 | -0.6
CNC(=O)C[C@@H]1CC[C@@H]2[C@@H](COc3ccc(NC(=O)c4ccc(C(F)(F)F)cc4)cc3C(=O)N2C)O1 | 0.2 | 2.2 | -4.0 | · | · | 6.1 | 0.2 | 2.7
C[C@H]1CCCCO[C@@H](CN(C)Cc2ccccc2)[C@@H](C)CN([C@@H](C)CO)C(=O)c2cc(N(C)C)ccc2O1 | -0.1 | -4.5 | -7.4 | 0.4 | 0.5 | -11.9 | -0.1 | 2.0
Cc1ccc(S(=O)(=O)N(C)C[C@@H]2Oc3c(NC(=O)NC4CCCCC4)cccc3C(=O)N([C@@H](C)CO)C[C@H]2C)cc1 | 0.0 | -5.0 | -2.7 | -1.4 | -6.8 | -7.0 | -0.9 | -0.7
Cc1cccc(S(=O)(=O)N2CC[C@@H]3[C@H]2c2cc(-c4ccc(C#N)cc4)ccc2N(C)[C@H]3CO)c1 | -0.4 | 12.6 | -11.4 | 1.7 | 11.6 | 5.4 | -0.1 | 1.5
CCCS(=O)(=O)NC(=O)C1(C)CCN(C(=O)COCc2ccccc2)C1 (stereo not given) | -0.1 | -3.6 | 3.0 | -1.3 | -3.0 | 3.0 | 0.0 | -1.4
CCNc1ccc(C(=O)OCC)cc1NC(=O)c1cccc(S(=O)(=O)N(C)c2ccccc2)c1 | -1.8 | 2.6 | · | 4.2 | -10.6 | -9.1 | 0.5 | ·
COc1ccc(CN(C)C[C@H]2Oc3ccc(NC(=O)NC4CCCCC4)cc3CC(=O)N([C@@H](C)CO)C[C@H]2C)cc1 | 1.4 | 6.8 | 3.2 | 1.1 | 5.2 | -9.6 | 0.1 | 0.0
COC(=O)c1ccc(S(=O)(=O)N2CCCCCC2)n1C | 5.1 | 1.0 | -0.1 | 0.9 | -3.2 | 9.1 | 0.2 | 1.3
C[C@@H]1CN([C@H](C)CO)C(=O)c2cc(NS(=O)(=O)c3cccs3)ccc2O[C@@H](C)CCCCO[C@@H]1CN(C)C(=O)CCCN(C)C | -0.1 | 11.5 | · | 0.4 | -5.6 | 25.5 | 0.1 | -1.3
CO[C@@H]1CN(C)C(=O)c2cc(NC(=O)C3CCC3)ccc2OC[C@H](C)NC[C@@H]1C | 0.0 | 9.2 | -7.7 | 2.1 | -13.8 | 11.3 | -0.5 | -1.6
CCOC(=O)C1=CCN(S(=O)(=O)c2ccccc2[N+](=O)[O-])C1c1ccc(C)cc1 (stereo not given) | 0.1 | -2.9 | -8.8 | 3.2 | -10.5 | 3.5 | 0.1 | -2.7
CCc1nc2ccc(C(=O)Nc3cccc(OCC(=O)N(C)C)c3)cn2c1N(C)Cc1ccc(OC)cc1 | 0.1 | 10.8 | -3.8 | 3.2 | -33.0 | -3.3 | 0.3 | -0.5
Brc1ccc(C2=Nc3cccc4cccc(c34)N2)o1 | · | ? | · | 1.1 | -12.3 | · | 0.0 | -4.8
Cc1ccc(SCc2cc(=O)[nH]c(/N=C(\N)Nc3cccc4ccccc34)n2)cc1 | · | · | · | 0.1 | -16.2 | 21.5 | 0.4 | -4.5

Screens (PubChem)
